Screening data from PubChem BioAssay.
GRIN3A LBD mod: modulators (binders) of human NR3A ligand-binding domain. NR3A LBD differential scanning fluorimetry, Tm shift; 0% = protein alone, 100% = glycine-bound protein. Tm shift relative to glycine control, % at 25 µM. 340,000 compounds, 2.5% hits;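 active means melting temperature shift of at least 10% of the positive control shift, at one fixed dose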
mIAP act: increases mouse intestinal alkaline phosphatase activity; 330,000 compounds, 0.24% hits; muIAP, CDP-Star luminescence, 30 min; active compounds read high; 1 = vehicle-only enzyme signal, 0 = enzyme-free wells; activation factor at 10 µM;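 active means activation factor of at least 2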; further: the source names both 10 and 20 µM as test concentration; values of inactives mirror those of a sister screen read the other way
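also added = chemiluminescent substrate CDP-Star | test system = mouse IAP enzyme | signal = chemiluminescence readout | compound = DMSO-dissolved test compounds | incubation = 30 min at room temperature | benchmarks = DMSO wells, no-enzyme wells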
mIAP block: blocks mouse intestinal alkaline phosphatase; inhibition, % at 10 µM; 330,000 compounds, 0.2% hits; purified mouse IAP, CDP-Star luminescence, 30 min;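 active means inhibition of at least 40% at 10 µM in the primary screen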;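 further: plate controls were DMSO with enzyme for no effect and no enzyme wells for full effect; values of inactives mirror those of a sister screen read the other way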
MPTP inh: permeability transition pore inhibition. inhibition, % at 10 µM. 360,000 compounds, 1.4% hits. isolated mouse mitochondria, Ca2+ swelling absorbance, 30 min;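 active means inhibition of 50% or more, scaled per plate between neutral and stimulator controls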;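 further: 0% = DMSO wells given calcium and 100% = 1 mM EGTA wells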
APOBEC3A inh: inhibitors of human APOBEC3A DNA deaminase; P31941; recombinant A3A, FAM/TAMRA ssDNA deamination fluorescence; inhibition, % at 20 µM; 330,000 compounds, 0.41% hits; AID 493011;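 active means at least 40% inhibition at 20 µM here, with at most 30% in a related deaminase screen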;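 further: plate controls were A3A with DMSO for no effect and wells lacking A3A enzyme for full effect; some results filed as inactive read as strong as hits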
Target sequence (P31941 whole entry, looked up): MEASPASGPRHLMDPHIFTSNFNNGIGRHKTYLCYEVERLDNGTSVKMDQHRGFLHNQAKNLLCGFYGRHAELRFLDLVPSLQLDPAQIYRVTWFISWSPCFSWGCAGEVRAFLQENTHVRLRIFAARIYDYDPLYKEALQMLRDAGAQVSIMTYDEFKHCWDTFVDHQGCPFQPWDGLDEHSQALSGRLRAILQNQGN
hIAP activ: increases human intestinal alkaline phosphatase activity; AID 2524; purified human IAP, CDP-Star luminescence, 30 min; active compounds read high; 1 = vehicle-only enzyme, 0 = enzyme-free background; 330,000 compounds, 0.16% hits; P09923; activation factor at 10 µM;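 active means activation factor of the enzyme at least 2-fold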; further: the source names both 10 and 20 µM as test concentration; values of inactives mirror those of a sister screen read the other way
Target sequence (P09923 whole entry, looked up): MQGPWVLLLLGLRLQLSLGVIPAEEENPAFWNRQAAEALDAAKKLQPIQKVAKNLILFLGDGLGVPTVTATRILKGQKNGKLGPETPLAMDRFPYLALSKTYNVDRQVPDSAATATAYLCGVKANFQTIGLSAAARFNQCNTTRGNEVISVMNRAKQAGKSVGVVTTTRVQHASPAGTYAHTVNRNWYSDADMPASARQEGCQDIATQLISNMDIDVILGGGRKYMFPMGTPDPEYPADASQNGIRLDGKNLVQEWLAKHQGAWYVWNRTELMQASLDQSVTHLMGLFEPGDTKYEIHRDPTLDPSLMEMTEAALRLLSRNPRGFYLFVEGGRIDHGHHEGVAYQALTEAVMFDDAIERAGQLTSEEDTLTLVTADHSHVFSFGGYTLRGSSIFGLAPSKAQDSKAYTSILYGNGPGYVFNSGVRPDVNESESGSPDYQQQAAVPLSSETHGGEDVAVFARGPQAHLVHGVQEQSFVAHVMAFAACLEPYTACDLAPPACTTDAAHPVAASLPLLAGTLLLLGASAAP
MIN6 prolif: MIN6 beta-cell proliferation induction. proliferation, % at 10 µM. MIN6 cells proliferation, ATPlite luminescence, 48 h; cells starved in 0.2% serum; 100% = growth in 10% serum. 330,000 compounds, 0.29% hits. AID 2380;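 active means compounds whose signal lies at least 3.5 SD above the mean of all wells on their plate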;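 further: 0% = DMSO-treated cells in low-serum medium and 100% = 10% serum control; some compounds called inactive have numbers as strong as hits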
hIAP inh: blocks human intestinal alkaline phosphatase. P09923. purified IAP, CDP-Star luminescence, 30 min. inhibition, % at 10 µM. 330,000 compounds, 0.12% hits. AID 2544;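 active means inhibition reaching a set limit with compound at 10 µM in the primary screen, cut at about 35% in these data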;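 further: plate controls were DMSO wells with enzyme for no effect and no-enzyme buffer wells for full effect; values of inactives mirror those of a sister screen read the other way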
APOBEC3G inh: APOBEC3G (human) deaminase inhibition | Q9HC16 | recombinant A3G, ssDNA deamination FAM/TAMRA fluorescence | inhibition, % at 20 µM | 330,000 compounds, 0.28% hits | AID 493012;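 active means inhibition of at least 40% at 20 µM, with no more than 30% in the related APOBEC3A deaminase screen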;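 further: plate controls were DMSO wells with A3G for no effect and wells lacking A3G enzyme for full effect; some compounds called inactive have numbers as strong as hits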
Target sequence (Q9HC16 whole entry, looked up): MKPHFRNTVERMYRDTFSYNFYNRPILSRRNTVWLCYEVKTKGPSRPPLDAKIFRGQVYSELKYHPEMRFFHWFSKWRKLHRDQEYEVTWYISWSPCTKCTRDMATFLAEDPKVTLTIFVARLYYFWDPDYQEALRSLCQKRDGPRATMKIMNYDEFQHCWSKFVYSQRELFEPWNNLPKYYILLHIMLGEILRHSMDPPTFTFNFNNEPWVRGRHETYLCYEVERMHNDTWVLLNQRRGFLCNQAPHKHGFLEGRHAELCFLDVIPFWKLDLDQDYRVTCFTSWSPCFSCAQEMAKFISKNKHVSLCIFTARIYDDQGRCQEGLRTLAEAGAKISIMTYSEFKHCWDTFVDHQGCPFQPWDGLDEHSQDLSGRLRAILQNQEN
* = called active by the depositor; nt = no result given; & = joins results of further samples.

Values run as follows: GRIN3A LBD mod	mIAP act	mIAP block	MPTP inh	APOBEC3A inh	hIAP activ	MIN6 prolif	hIAP inh	APOBEC3G inh
CCn1c(CNc2cccc(Cl)c2)nnc1SCc1ccccc1
    -0.3	1.16	-16.3	3.5	-3.5	1.1	-0.9	-10.4	-3.1
Cc1ccc(C(C)C)c(OCCCNCc2cccnc2)c1
    0.0	0.861	13.9	17.9	-1.4	0.976	-0.5	2.4	-3.6
COc1ccc(C(=O)NCc2ccc(Cl)c(Cl)c2)cc1OC
    1.6	1.16	-16.4	-0.3	0.4	1.13	-0.1	-13.1	-6.0
COc1ccc(N(CC(=O)Nc2ccc(C)c(C)c2)S(=O)(=O)c2c(C)noc2C)cc1
    -0.7	1.41	-41.1	1.4	-0.2	1.02	-4.3	-2.3	-4.2
O=C(Nc1c2c(nn1-c1ccccc1)CS(=O)C2)c1ccc2c(c1)OCO2 (centres undefined)
    -0.9	1.05	-5.0	-0.2	2.3	0.871	-1.4	12.9	-6.5
CCOCCn1c(CCCO)nc2ccccc21
    1.4	0.793	20.7	-1.6	4.2	0.962	-2.4	3.8	-0.9
CN1C=CC=C/C1=C1\SC(=S)N(c2ccccc2)C1=O
    0.0	0.87	13.0	-0.4	2.9	0.935	-3.2	6.5	3.8
Cc1cccc(NC(=S)Nc2cccc(C)n2)n1
    2.0	1.02	-2.2	0.0	1.4	0.912	4.4	8.8	9.5
Cn1c(SCc2ccccc2Cl)nnc1-c1cnccn1
    0.2	1.09	-9.3	1.6	-0.9	0.881	-2.6	11.9	-6.3
CC(C)(C)OC(=O)N1CCN(c2ccc(CNC(=O)c3ccc(Cl)cc3)cc2)CC1
    -0.4	0.998	0.2	9.4	-0.3	1.05	-3.3	-5.2	-5.5
CCOC(=O)c1c(NC(=O)c2nn(CC)cc2Br)c(C#N)nn1-c1ccccc1
    1.0	1.02	-2.5	0.3	-2.3	1.05	-0.4	-5.5	-3.1
CN(Cc1ccco1)S(=O)(=O)c1nnc(NC(=O)c2ccc(F)cc2)s1
    -1.1	1.04	-3.9	2.0	6.3	0.716	-2.5	28.4	12.5
O=[N+]([O-])c1ccccc1NCc1ccc(Cl)cc1
    2.6	0.873	12.7	nt	-4.8	0.96	-2.8	4.0	-11.3
CC1CCC(NC(=O)C2c3ccccc3C(=O)N2Cc2ccc3c(c2)OCO3)CC1 (centres undefined)
    -0.6	1.07	-6.8	-0.7	-1.7	1.15	0.8	-15.1	-3.4
Cc1cc(NC(=O)CN2C(=O)NC(C)(c3ccccc3)C2=O)no1 (centres undefined)
    0.3	0.932	6.8	-1.4	7.4	0.912	0.2	8.8	-1.6
O=C(COC(=O)c1ccncc1)Nc1cccc(Cl)c1
    -1.7	1.01	-1.2	-2.3	4.4	1.11	-3.2	-10.8	0.6
COc1ccc(S(=O)(=O)N(NC2=NS(=O)(=O)c3ccccc32)C(=O)C(C)C)cc1
    -1.8	0.969	3.1	-0.7	-4.9	1.19	-1.4	-19.4	-8.7
O=C(CCCNS(=O)(=O)c1cccc2nsnc12)NCc1ccccc1
    3.0	0.927	7.3	0.6	-1.1	0.856	5.8	14.4	-4.5
COc1cc(NC(=O)Cn2nnc(-c3ccccc3N)n2)cc(OC)c1
    -2.1	1.44	-44.2	0.0	-5.1	1.22	-0.1	-21.9	-5.2
COC(=O)c1ccc(NC(=O)C2CC(=O)N(c3cc(C)ccc3C)C2)cc1 (centres undefined)
    -0.9	1	-0.2	-0.9	-2.9	0.991	-5.0	0.9	-3.3
CCn1c(C)cc(/C=C2\NC(=O)N(CC(=O)Nc3ccc(F)cc3)C2=O)c1C
    -0.6	0.933	6.7	1.0	66.0*	0.873	-4.2	12.7	9.9
COc1cc(N/C(=N/S(=O)(=O)c2ccccc2)c2ccccc2)ncn1
    -2.2	1.01	-0.7	0.7	1.6	0.892	-3.6	10.8	0.5
Oc1ccccc1-c1nc(NCC2CCCO2)c2ccccc2n1 (centres undefined)
    6.4	0.961	3.9	9.2	2.1	1.03	-2.3	-3.2	-7.6
CC(C)c1ccc(CN(C(=O)c2ccco2)C2CCS(=O)(=O)C2)cc1 (centres undefined)
    -0.4	0.993	0.7	0.1	-0.1	0.897	0.0	10.3	-7.6
COc1ccc(CNC(=O)CSc2nnc3c(n2)[nH]c2ccc(F)cc23)cc1
    1.4	0.938	6.2	0.2	10.9	0.987	0.0	1.3	13.7
COc1ccc(C2=CSC3=NCCN23)cc1F
    3.8	0.972	2.8	-0.9	-5.2	0.99	-1.2	1.1	-5.8
Cc1ccc(S(=O)(=O)Cn2nnnc2C(C(C)C)N2CCC(C(N)=O)CC2)cc1 (centres undefined)
    -3.0	0.952	4.8	-1.6	-4.5	0.974	-2.2	2.6	-9.9
Cc1nn(-c2cccc(Cl)c2)nc1C(=O)Nc1cccc(C(=O)NC2CC2)c1
    -1.7	0.913	8.7	0.8	-3.4	0.864	-3.6	13.6	-8.0
O=C(COc1ccc(S(=O)(=O)Nc2ccccc2)cc1)NCc1ccncc1
    -2.2	0.955	4.5	-0.1	-2.2	1.03	1.7	-2.8	-6.7
COC(=O)c1ccc(N2C(=O)CC(N(C)Cc3ccccc3)C2=O)cc1 (centres undefined)
    -0.9	0.99	1.0	-5.9	-4.0	1.13	-0.8	-12.8	-6.1

A stretch from further up, as a working copy:
Values run as follows: GRIN3A LBD mod	mIAP act	mIAP block	MPTP inh	APOBEC3A inh	hIAP activ	MIN6 prolif	hIAP inh	APOBEC3G inh
O=C(COC(=O)c1ccncc1)Nc1cccc(Cl)c1
    -1.7	1.01	-1.2	-2.3	4.4	1.11	-3.2	-10.8	0.6
COc1ccc(S(=O)(=O)N(NC2=NS(=O)(=O)c3ccccc32)C(=O)C(C)C)cc1
    -1.8	0.969	3.1	-0.7	-4.9	1.19	-1.4	-19.4	-8.7

Remaining list, next part
Values run as follows: GRIN3A LBD mod	mIAP act	mIAP block	MPTP inh	APOBEC3A inh	hIAP activ	MIN6 prolif	hIAP inh	APOBEC3G inh
COC(=O)[C@]1(Cc2ccccc2)N[C@H](CN(C)C(=O)Nc2ccc(C)cc2)[C@@H]2C(=O)N(C)C(=O)[C@@H]21
    2.1	0.981	1.9	0.4	-5.6	1.01	-1.9	-1.3	-7.2
COCCn1cnc2c1c(=O)n(CC(=O)c1ccc3c(c1)OCCO3)c(=O)n2Cc1ccccc1
    1.2	0.927	7.3	1.9	3.3	0.936	3.1	6.4	-4.0
COc1ccc(C)cc1NC(=O)CN(c1ccccc1F)S(C)(=O)=O
    -1.4	1.02	-1.8	0.2	-0.5	1.16	-0.2	-15.5	0.5
CCCCn1c(N)c(N(CCOC)C(=O)COC(=O)C(C)Oc2ccc(Cl)cc2)c(=O)[nH]c1=O (centres undefined)
    0.3	0.901	9.9	0.3	0.1	0.882	-0.2	11.8	-5.3
Cc1csc(=O)n1CC(=O)Nc1ccc(Cl)cc1F
    0.9	1.08	-8.2	-0.9	-4.6	0.958	0.5	4.2	-12.6
CN(Cc1cn(C)nc1-c1ccccc1F)CC1CCN(Cc2ccccc2)CC1
    0.1	1.08	-7.9	0.3	3.2	1.04	-0.7	-3.7	1.6
COC(=O)c1cc(C(=O)OC)n(Cc2ccc(Br)cc2)n1
    -1.1	0.944	5.6	0.9	-3.0	0.894	1.3	10.6	-6.4
Cn1c(=O)c2c(SCC(=O)N3CCOCC3)nc(C3CCCCC3)nc2n(C)c1=O
    nt	1	-0.3	nt	-1.6	1.15	0.4	-15.1	-4.8
CCNC(=S)N1CCn2c(nc3ccccc32)C1
    11.7*	0.953	4.7	0.2	4.2	1.02	0.0	-2.0	-2.6
Cc1ccc(-c2nnc(NC(=O)c3ccco3)s2)cc1
    4.1	1.01	-1.3	-1.2	0.2	1.01	-3.0	-1.3	-4.0
COc1cc(CNCCc2ccc(S(N)(=O)=O)cc2)ccc1OCC(=O)NC(C)(C)C
    -2.0	0.956	4.4	0.0	-1.3	0.812	1.8	18.8	-2.5
Cc1ccc(N(C)S(=O)(=O)c2cc3c(cc2C)NC(=O)CO3)cc1
    2.4	0.924	7.6	1.3	-2.0	0.814	5.4	18.6	-4.5
O=S(=O)(/N=C(/Nc1cc(N2CCOCC2)ncn1)c1ccc(F)cc1)c1ccccc1
    1.7&1.5	1.08	-7.8	-1.6&-0.6	-5.5	1.07	-1.8	-6.9	-3.6
O=S(=O)(NCc1csc(-c2cccnc2)n1)c1ccc(Br)cc1
    4.0	0.94	6.0	-2.3	-5.4	0.833	-2.6	16.7	-1.0
O=C(CN1C(=O)NC2(CCCC2)C1=O)Nc1ccc(F)c(Cl)c1
    2.3	1	-0.5	0.5	-3.9	0.92	-2.5	8.0	-11.2
CC1(C)CC(=O)C/C(=N/NC(=O)c2ccc(-c3ccccc3)cc2)C1
    -1.5	0.976	2.4	1.5	-3.6	0.856	-1.6	14.4	0.8
CC[C@@]1(c2ccccc2OC)ON(c2ccccc2C(F)(F)F)C1=O
    5.0	1.06	-6.2	0.2	-0.1	1.04	-7.2	-3.7	-4.8
O=C(CC1SC(=Nc2ccccc2)N(CCCO)C1=O)Nc1ccc(Cl)cc1 (centres undefined)
    -7.0	1.07	-7.2	0.6	-1.9	0.812	-2.1	18.8	-4.9
CCOC(=O)C(CCCP(=O)(c1ccccc1)c1ccccc1)(NC(C)=O)C(=O)OCC
    -1.2	1.01	-0.7	2.2	2.2	1.1	-0.5	-10.2	-4.9
C(=C\c1nc(-c2ccncc2)no1)/c1ccccc1
    -0.2	1.02	-1.6	0.2	0.4	0.917	-2.5	8.3	1.4
COc1cc(C2C(C(=O)c3ccco3)=C(O)C(=O)N2c2cc(C)on2)cc(Br)c1O (centres undefined)
    -0.4	0.61	39.0	-0.6	0.2	1.04	-0.2	-4.0	-0.3
COc1ccc(-n2nc3c(c2NC(=O)c2ccc(Br)o2)CS(=O)(=O)C3)cc1
    1.8	0.935	6.5	0.5	-4.6	1.21	-2.0	-21.4	-8.3
O=C(O)c1ccccc1C(=O)N1CCc2c([nH]c3ccccc23)C1C(F)(F)F (centres undefined)
    -1.5	0.977	2.3	2.3	-5.1	0.871	-3.6	12.9	-8.5
C[C@@H]1COC(=O)[C@@H](CC(=O)OC(C)(C)C)C/C=C\C[C@@H](CC(=O)N(CCO)Cc2ccccc2)C(=O)N1
    -3.1	0.967	3.3	-0.5	-2.7	1.01	0.2	-1.3	-4.3
Nc1nc(N)nc(-c2ccc(Cl)c(Cl)c2)n1
    -1.9	0.82	18.0	-0.4	-3.7	1.16	8.2	-16.3	-7.0
COc1ccc(NC(=O)Cc2nnc(N)s2)cc1
    0.8	0.895	10.5	1.7	5.5	0.985	-2.8	1.5	-1.9
Cc1cccc(NS(=O)(=O)c2c(C(=O)N3CCOCC3)c(C)n(C)c2C)c1C
    -4.1	0.903	9.7	-0.8	1.8	0.97	1.8	3.0	1.5
COC(=O)c1sc(-c2ccc(Cl)cc2)cc1NC(=O)/C=C/C(=O)O
    2.9	1.05	-5.4	-2.5	-3.2	1.22	-6.2	-21.5	-2.9
COCCNc1nc(C)cc(-c2cc(C(=O)NCc3ccccc3)on2)n1
    -0.4	0.926	7.4	0.1	0.1	0.953	-2.4	4.7	3.5
COc1cc(Br)c(CC(=O)NC2CC2)cc1OC
    0.2	1.03	-3.2	0.1	-4.9	0.923	-0.3	7.7	-6.3
Cc1cc(Br)ccc1OCCCCN1CCC(C)CC1
    -4.8	1.01	-0.8	2.3	3.1	0.998	-2.8	0.2	5.6
CCCC(=O)N(Cc1cc2ccccc2[nH]c1=O)c1ccccc1OC
    -5.5	1.02	-2.4	-0.2	-6.1	0.802	-1.4	19.8	-11.9
